Source: PubChem BioAssay
HTR5A inv ag: HTR5A inverse agonism, opioid heterodimer counter-screen; P47898; AID 504634; inhibition, % at 9.3 µM; HTR5A cell line, luminescence; hit rate 0.083% among 340,000; in the data active means inhibition mostly above about 23%, no sharp cut-off; inactive means mostly below about 18%;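 further: 0% = cells with DMSO and 100% = no-cell wells with DMSO; some compounds called inactive have numbers as strong as hits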
OPRM1-OPRD1 inv: mu-delta opioid heterodimer inverse agonism; inhibition, % at 9.3 µM; P35372+P41143; hit rate 0.21% among 340,000; cell-based MOR-DOR heterodimer luminescence; in the data active means inhibition above about 22%, passing the limit was not always enough;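 further: 0% = cells with DMSO and 100% = wells without cells with DMSO; values of inactives mirror those of a sister screen read the other way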
HTR5A ag: HTR5A agonism, opioid heterodimer counter-screen; HTR5A agonist assay, luminescence, cell-based; P47898; activation, % at 9.3 µM; hit rate 0.61% among 340,000; in the data active means activation mostly above about 9.5%, no sharp cut-off; inactive means mostly below about 7.6%;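 further: 0% = cells with vehicle only and 100% = reference agonist; strong numbers were not always called active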
PfHsp90 yeast 2: reduces growth (ATP signal) of yeast expressing P. falciparum Hsp90. S. cerevisiae expressing PfHsp90, BacTiter-Glo ATP, 48 h; yeast lacking PDR1 and PDR3 efflux regulators. inhibition, % at 9.4 µM. hit rate 0.32% among 310,000. AID 504621;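 active means every replicate shows inhibition above about 80%, whatever the replicate mean, limit read from the data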;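 further: 0% = DMSO neutral controls and 100% = 20 µM radicicol positive controls; yeast relying on Plasmodium falciparum Hsp90 in place of its own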
phage Ecoli inh: E. coli growth loss with phage present. growth absorbance. inhibition, % at 11.9 µM. hit rate 0.26% among 360,000; in the data active means inhibition above about 11%
Mot1-301 SUMO: SUMOylation pathway inhibition by Mot1-301 growth rescue | S. cerevisiae Mot1-301 growth rescue, ATP luminescence, 38.5C; percent above DMSO median, 100 means doubled | growth rescue, % at 18.8 µM | hit rate 1% among 320,000;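 active means every valid replicate shows activation above 250% relative to neutral control wells; inactive means the rest, any valid replicate at or below 250%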;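 further: OY570 slx delta 5 strain wells were the positive control but not used for scaling; some compounds called inactive have numbers as strong as hits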
MOR-DOR ag: agonists of human mu-delta opioid receptor heterodimerization. cells, OPRM1-OPRD1 heterodimerization, luminescence. P35372+P41143. activation, % at 9.3 µM. hit rate 0.3% among 340,000; in the data active means activation above about 18%;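 further: 0% = vehicle-treated cells and 100% = reference agonist; values of inactives mirror those of a sister screen read the other way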
PKA-R1A act: PKA-R1A complex activation | PKA-R1A dissociation, Cy5-IP20 fluorescence polarization; scaled: DMSO 0%, 113 µM cGMP 100% | activation, % at 11.4 µM | AID 504707 | hit rate 0.083% among 340,000 | P00514+P68181;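 active means percent activation above the mean of all tested compounds plus 3 SD, cut at about 19% in these data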;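 further: higher means more PKAc released from R1A so a rise in polarization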
E coli growth: reduces bacterial viability in AddAB counter-screen; E. coli V3065 growth, OD600 absorbance, 18 h; inhibition, % at 11.9 µM; hit rate 0.27% among 330,000; AID 449728;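 active means inhibition above the campaign's mean inhibition across all tested compounds plus 3 SD, cut at about 9.9% in these data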;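 further: uninfected addAB+ strain grown without phage in ampicillin broth; 0% = DMSO wells and 100% = ciprofloxacin 0.95 µg/ml wells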
AddAB inh: less growth of phage-infected E. coli with AddAB | hit rate 0.29% among 330,000 | E. coli expressing H. pylori AddAB, absorbance growth | inhibition, % at 11.9 µM; in the data active means inhibition above about 12%;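 further: 0% = vehicle wells of infected cells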
DSG3 Ab inh: blocks pemphigus antibody binding to human desmoglein-3; DSG3-coupled beads, scFv-anti-DSG3-GFP binding, flow cytometry; hits give low values; P32926; binding (percent of control), % at 10 µM; hit rate 0.48% among 310,000;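 active means binding more than 3 SD below its plate's average and above zero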;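 further: hits lower antibody fragment binding to DSG3; some compounds called inactive have numbers as strong as hits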
Target sequence (P32926 whole entry, looked up, the tested form may be a part): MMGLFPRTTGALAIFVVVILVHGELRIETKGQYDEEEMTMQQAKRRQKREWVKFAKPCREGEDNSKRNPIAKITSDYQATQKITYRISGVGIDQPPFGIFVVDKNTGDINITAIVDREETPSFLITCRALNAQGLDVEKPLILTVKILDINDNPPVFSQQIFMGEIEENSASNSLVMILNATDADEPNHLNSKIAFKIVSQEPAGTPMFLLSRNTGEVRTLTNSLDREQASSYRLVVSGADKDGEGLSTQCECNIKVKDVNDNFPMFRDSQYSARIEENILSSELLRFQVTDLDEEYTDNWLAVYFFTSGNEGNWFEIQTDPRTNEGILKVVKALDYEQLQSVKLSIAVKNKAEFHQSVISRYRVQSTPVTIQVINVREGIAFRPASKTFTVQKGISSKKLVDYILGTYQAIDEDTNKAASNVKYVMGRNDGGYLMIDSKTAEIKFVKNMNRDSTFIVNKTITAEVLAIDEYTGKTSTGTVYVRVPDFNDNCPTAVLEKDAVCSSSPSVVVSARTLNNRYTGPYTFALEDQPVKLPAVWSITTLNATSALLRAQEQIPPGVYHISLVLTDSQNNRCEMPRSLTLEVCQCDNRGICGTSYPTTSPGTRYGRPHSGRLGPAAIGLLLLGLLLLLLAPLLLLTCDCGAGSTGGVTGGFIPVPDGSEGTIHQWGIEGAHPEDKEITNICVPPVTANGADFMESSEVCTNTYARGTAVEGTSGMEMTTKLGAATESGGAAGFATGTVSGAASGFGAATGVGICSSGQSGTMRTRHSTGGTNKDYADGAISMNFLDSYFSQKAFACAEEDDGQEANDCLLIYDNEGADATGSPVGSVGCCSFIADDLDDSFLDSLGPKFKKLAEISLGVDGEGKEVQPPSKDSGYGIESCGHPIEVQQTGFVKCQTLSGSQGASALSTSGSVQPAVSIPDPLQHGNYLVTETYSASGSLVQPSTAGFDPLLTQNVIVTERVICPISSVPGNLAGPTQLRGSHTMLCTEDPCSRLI
* = called active by the depositor; · = not tested or not shown.

SMILES	HTR5A inv ag	OPRM1-OPRD1 inv	HTR5A ag	PfHsp90 yeast 2	phage Ecoli inh	Mot1-301 SUMO	MOR-DOR ag	PKA-R1A act	E coli growth	AddAB inh	DSG3 Ab inh
Cc1nn(-c2ccccc2)c2nc(C(F)(F)F)[nH]c(=O)c12	-20	-1	1	24	2.3	-13	0.1	3	-4.7	-3.3	90
O=C(CC1(C(=O)O)CCCC1)N1CCOCC1	2	12	-2	13	-0.2	-1	-2.4	-1	0.8	0.8	100
CN1C(=O)[C@H]2[C@@H](C3CC3)N3C(=O)CN(CCO)C(=O)[C@@]3(Cc3ccccc3)[C@H]2C1=O	7	15	-3	2	1.8	7	-2.7	-5	-1.7	-3.2	100
Cc1oc(-c2ccccc2F)nc1CS(=O)CC(=O)NC1CC1 (stereo unspecified)	-2	13	4	-8	1.3	36	-2.7	4	-2.0	-0.6	100
COc1ccc(Br)cc1C(=O)CCC(=O)OCC(=O)Nc1cc(C(N)=O)cc(C(N)=O)c1	-16	11	-2	15	1.3	·	-1.6	5	·	·	102
CC(C)(CNC(=O)c1ccc(-c2ccccc2Cl)o1)N1CCOCC1	0	3	0	3	2.2	0	-0.5	-17	0.4	5.3	68
Cc1ccc(NC(=O)COc2ccc3c(c2)OCO3)c(Cl)c1	-28	-53	11	3	0.4	·	13	8	0.5	3.0	70
CC(C)(O)C#Cc1ccc(CN2CCN(Cc3ccsc3)C(CCO)C2)cc1 (stereo unspecified)	3	5	0	21	1.0	-9	-0.8	-7	0.0	1.8	101
CCCCn1cnc2c(SCc3ccccc3Cl)nc(N)nc21	-14	2	4	-18	1.5	·	-0.4	1	·	·	121
COc1cccc(-n2nnnc2SCC(=O)N2CCCc3ccccc32)c1	-14	7	1	-5	0.5	556	-1.2	-5	2.0	-2.5	107
Cc1cc(C)cc(N2C(=O)CC(N(C(=O)c3ccco3)c3cc(C)cc(C)c3)C2=O)c1 (stereo unspecified)	10	9	-1	14	-0.1	6	-1.6	-12	1.2	2.0	95
COc1ccc(Oc2ccc(S(=O)(=O)N3CCCCC3)cc2S(=O)(=O)N2CCCCC2)cc1	5	0	-2	-18	1.1	122	-0.1	-5	1.6	-1.1	92
CC(C)OCC(O)CSc1ccccn1 (stereo unspecified)	-1	11	0	-25	2.0	-6	-2.0	-7	0.1	-0.4	101
O=C(NC1CCC(O)CC1)c1ccc(Br)o1 (stereo unspecified)	7	7	-2	·	1.7	-2	-1.4	10	-0.4	-0.2	94
O=c1oc2c3c(nn2c2ccccc12)CCCC3	14	-6	-2	2	0.0	-12	1.1	-16	1.7	1.5	105
CCOC(=O)c1c(CN2CCN(C)CC2)n(-c2ccccc2)c2cc(Br)c(O)cc12	-9	2	3	-17	2.3	278	-0.3	-4	-0.5	0.9	101
O=C(COC(=O)c1ccccc1F)c1ccc(-n2nncc2-c2ccco2)cc1	23	33*	1	-4	1.5	232	-5.8	-6	-0.8	-1.9	117
Cc1sc(NC(=O)CCC(=O)O)c(C#N)c1C	4	6	-3	0	0.9	17	-1.2	-2	1.7	-0.4	101
Cc1cc(NC(=O)Cn2nc3c(cc2=O)CCCC3)ccc1Br	-30	1	8	5	3.4	116	-0.2	-4	2.5	3.9	104
COc1ccc(N2CCN(C(=O)CCc3nnc4ccc(N5CCCC5)nn34)CC2)cc1	20	7	2	-33	3.0	1	-1.3	-2	1.1	3.3	·
CNS(=O)(=O)c1cccc(C(=O)OCC(=O)Nc2sc3c(c2C#N)CCCCC3)c1	-8	-14	3	4	6.0	-5	1.9	-21	-0.6	0.1	108
CCc1nc(C)c(-c2ccccc2)c(=O)[nH]1	-11	7	-1	19	1.1	-6	-1.4	5	-0.6	0.3	·
COc1ccc(C(=O)NCCc2ccccn2)cc1S(=O)(=O)Nc1ccc(Br)cc1	-17	10	0	37	1.4	-9	-2.6	-7	-2.0	0.8	102
Cc1cc(Oc2ccc(C#N)cc2)nc(NCc2ccccc2)n1	1	-1	1	-8	1.2	29	0.1	-4	-3.8	-2.8	108
CCc1nnc(NC(=O)CN2CCN(Cc3cccc(Cl)c3)CC2)s1	-3	17	1	-1	2.5	3	-3.6	3	0.0	3.2	101
O=C(O)c1ccc(OS(=O)(=O)c2ccc(Cl)s2)c(Cl)c1	6	8	-2	-8	0.3	·	-2.1	3	-1.2	0.2	115
Cc1cc(C)cc(NC(=O)NC(C)C2CCCO2)c1 (stereo unspecified)	3	23	-2	-9	4.3	10	-5.0	-16	1.3	3.1	102
CC#CC[N+](C)(C)CCCCCCCCCCCC	-10	-9	4	-7	6.8	-2	1.3	-18	-0.4	0.5	101
CC(=O)Nc1n[nH]c(S(=O)(=O)Cc2ccc(Cl)cc2Cl)n1	-34	8	0	2	1.9	·	-1.4	2	2.8	1.0	102
S=C(NCc1ccccc1)NCc1cccc(CNC(=S)NCc2ccccc2)c1	25	10	-5	-11	7.4	222	-1.5	-11	10*	10	107
CC1(C)C2CCC1(CS(=O)(=O)NCc1ccc(C(F)(F)F)cc1)C(=O)C2 (stereo unspecified)	-3	-22	1	-1	3.1	30	5.0	4	-4.1	1.7	98
Cc1ccc(S(=O)(=O)CC(O)COc2ccc(C#N)cc2)cc1 (stereo unspecified)	19	5	2	6	2.0	9	-0.9	-17	2.6	4.8	110
O=S(=O)(Nc1ccc(-c2nc3ccccc3o2)cc1)c1ccccc1	-27	-14	10	-115	3.1	22	2.8	-6	1.6	1.9	107
CC(C)C(=O)Nc1sc2c(c1C(N)=O)CCN(Cc1ccccc1)C2	-7	15	-1	10	4.2	5	-2.7	-8	-2.7	1.0	81
CC1CCN(C(=O)COc2ccc(S(=O)(=O)N3CCCC3)cc2)CC1	-17	5	6	7	0.3	5	-0.7	8	2.1	2.4	·
COc1ccc(NC(=O)NNC(=O)c2cc3occc3n2C)c(OC)c1	-6	12	-1	1	1.4	-7	-2.2	-5	-1.9	3.6	·
Cc1cccc(N2CCN(c3nnnn3-c3ccccc3)CC2C)c1 (stereo unspecified)	5	5	-1	-8	2.1	0	-0.9	-6	-0.2	-3.3	103
CCc1cccc(C)c1NC(=O)C1CCCN1C(=O)NCc1ccccc1 (stereo unspecified)	-2	8	-2	-21	2.7	-4	-1.3	-2	-1.1	2.7	93
O=C(NNC1CC(=O)N(c2ccc(Cl)cc2)C1=O)c1ccccn1 (stereo unspecified)	1	8	0	-5	3.3	-7	-1.2	-5	0.6	0.3	103
CC(C)CC(C(=O)N1CCc2ccccc2C1)N1C(=O)c2ccccc2C1=O (stereo unspecified)	9	15	-4	-28	1.3	55	-3.7	-10	2.2	5.8	·
O=C(COc1ccc(Cl)cc1)NCc1nnc(SCC(=O)N2CCCc3ccccc32)o1	-28	7	-1	8	2.2	3	-1.3	-4	0.6	1.8	86
CCCCNC(=O)C1Cc2cc(S(=O)(=O)N3CCCC3)ccc2N1C(C)=O (stereo unspecified)	1	12	2	13	0.6	140	-2.3	10	-0.7	4.2	104
O=C(CCC(=O)N1CCOc2ccccc21)NC1CCN(Cc2ccccc2)CC1	26	-4	11	1	4.1	4	0.6	-11	-0.3	3.5	112
CC(=O)Nc1ccc(S(=O)(=O)NC2CC(=O)N(c3ccc(C)cc3)C2)cc1 (stereo unspecified)	19	28	0	11	-2.8	101	-5.7	6	1.0	0.3	107
O=C(O)C[C@H]1c2cc(C(F)(F)F)ccc2S(=O)(=O)N1C1CCN(Cc2ccccc2)CC1	-19	8	7	28	0.4	7	-1.3	1	2.2	3.0	106
CCCCN(C)CCNC(=O)c1cc2cc3ccc(OC)cc3nc2o1	-1	4	0	2	0.8	12	-0.8	9	-1.0	-2.5	101
Oc1c(Br)cc(C2N=C(c3ccccc3Cl)NO2)cc1Br (stereo unspecified)	22	3	-2	-7	2.9	-5	-0.6	-6	0.3	1.6	94
Cc1ccn2c(/C=N/OCc3cccc(F)c3)c(-c3ccc(Cl)cc3)nc2c1	-4	8	-5	12	-2.2	5	-2.0	-14	-0.9	1.9	127
Cc1cccc(NC(=O)CN2C(=O)NC3(CCCC3)C2=O)n1	-7	17	4	12	5.9	2	-2.6	-6	0.1	0.8	100
CN(C)CCNC(=O)c1cc2sc3ccccc3c2s1	-16	-6	6	11	4.3	1	1.2	-5	0.1	3.0	106
CCN1CCCC1CNC(=O)Cn1cccc1C(=O)c1ccccc1C (stereo unspecified)	-21	3	6	-6	2.9	-7	-0.5	-2	2.1	1.0	96
CC(C)c1nnc(NC(=O)C2CCN(c3cnccn3)CC2)s1	-5	24	-3	-17	0.3	-1	-4.0	2	-2.5	3.9	·
CSc1ccccc1C(=O)Nc1nccs1	-38	-14	6	-4	1.9	186	2.5	-6	-0.2	1.2	·
O=C(Nc1ccccc1N1CCCC1)c1cc(S(=O)(=O)N2CCOCC2)ccc1Cl	-19	0	6	-30	4.6	-7	0.0	9	0.3	2.9	114
COc1ccccc1NC(=O)COC(=O)CNC(=O)c1ccc(OC)c(OC)c1	-3	13	-2	·	2.4	-12	-2.2	-2	-1.6	2.7	103
Cc1cccc(C)c1OCC(=O)Nc1ccc(S(=O)(=O)Nc2ccccn2)cc1	-51	-4	-2	4	3.0	9	0.7	-7	0.4	1.1	104
COc1cc2c(CCNC(C)=O)c[nH]c2cc1O	3	0	2	-7	4.5	11	0.0	5	-1.1	-1.4	102
COc1ccccc1C(=O)NCCC(=O)N(C)Cc1cccnc1	-1	9	0	11	-0.4	-3	-2.2	14	-1.1	0.4	·
COc1cc(C2Nn3c(nnc3-c3ccccc3OC)S2)ccc1O (stereo unspecified)	-10	-4	4	1	4.3	1	0.9	-5	0.0	-0.9	·
CCOC(=O)c1c(-c2ccccc2)c2cc(OC)ccc2n1CCCN(C)C	4	0	-1	6	-0.8	-5	0.1	-1	0.5	2.2	121

Random excerpt: two entries already listed
SMILES	HTR5A inv ag	OPRM1-OPRD1 inv	HTR5A ag	PfHsp90 yeast 2	phage Ecoli inh	Mot1-301 SUMO	MOR-DOR ag	PKA-R1A act	E coli growth	AddAB inh	DSG3 Ab inh
CN(C)CCNC(=O)c1cc2sc3ccccc3c2s1	-16	-6	6	11	4.3	1	1.2	-5	0.1	3.0	106
CC(=O)Nc1ccc(S(=O)(=O)NC2CC(=O)N(c3ccc(C)cc3)C2)cc1 (stereo unspecified)	19	28	0	11	-2.8	101	-5.7	6	1.0	0.3	107

Later entries
SMILES	HTR5A inv ag	OPRM1-OPRD1 inv	HTR5A ag	PfHsp90 yeast 2	phage Ecoli inh	Mot1-301 SUMO	MOR-DOR ag	PKA-R1A act	E coli growth	AddAB inh	DSG3 Ab inh
Nc1ccc(-c2nc3cc(N)ccc3o2)cc1	25	5	0	-25	0.6	-14	-1.1	-2	2.7	1.5	98
CC(=O)Nc1ccc(S(=O)(=O)NCC2CCCO2)cc1 (stereo unspecified)	11	6	-3	4	0.1	5	-1.1	1	0.2	-0.1	104
CCOc1ccc(C(=O)N2CCC3(CC2)NCCc2[nH]cnc23)cc1	-1	8	2	-15	2.6	4	-1.5	-3	0.7	2.0	101
N#Cc1ccc(CCc2ccccc2)[nH]c1=O	10	17	-3	11	3.6	·	-3.4	4	·	·	114
